High-throughput results as filed in PubChem.
GRK2 aptamer HTS – inhibitors of human GRK2 displacing RNA aptamer; bead flow cytometry, FAM-aptamer displacement from GRK2; AID 488847; 330,000 compounds, 0.59% hits; P25098; inhibition of aptamer binding, % at 10 µM;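 active = inhibition of aptamer binding above 40%, roughly 3 SD of noise, on plates passing a quality check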;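 also: median bead fluorescence of bound FAM aptamer so fluorescent compounds give negative values; no value below 0 was filed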
CIT2-GFP yeast – yeast TOR pathway CIT2-GFP modulation. S. cerevisiae CIT2-GFP strain, flow cytometry, 3 h; 100 means same as DMSO wells. GFP response vs DMSO, % at 10 µM. 320,000 compounds, 0.065% hits;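 active = GFP response relative to DMSO above a set limit, near the screen mean plus 3 SD, cut at about 150% in these data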;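 also: ratio of well median GFP fluorescence to mean of DMSO wells on the plate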
MEX-5 binding – C. elegans MEX-5 TCR-2 RNA binding activity | Q9XUB2 | MEX-5/FITC-TCR2 RNA binding, fluorescence polarization; hits give low values | activity score (negative = inhibition of binding), % at 10 µM | 300,000 compounds, 0.38% hits;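 active = inhibition past about -25% in most replicates, and total fluorescence under double the plate's negative control median, limit read from the data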;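 also: 0% = DMSO and -100% = 5 µM competing unlabeled TCR2 RNA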
Yeast superoxide – yeast age-related superoxide inhibition as caloric restriction mimetic | S. cerevisiae aged cells, superoxide DHE fluorescence; hits give low values | superoxide response (% of plate mean), % at 10 µM | 330,000 compounds, 0.18% hits;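 active = superoxide response under a set limit, about three screen SD below normal, cut at about 65% in these data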;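 also: yeast aged for seven days with compound at 30 °C before DHE staining; 100% = average MFI of all compound-treated wells on the plate with controls excluded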
Bcl-xL primary – Bcl-xL (human) inhibition. Q07817. GST-Bcl-xL / FITC-Bim BH3 peptide fluorescence polarization. inhibition, % at 10.9 µM. 320,000 compounds, 0.7% hits. AID 2129;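 active = inhibition above the mean of all tested compounds plus 3 SD, cutoff set per campaign, cut at about 30% in these data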;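 also: 0% = DMSO wells and 100% = unlabeled Bim-BH3 peptide competitor; inhibitors lower millipolarization by displacing the labeled peptide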
Target sequence (Q07817 whole entry, looked up): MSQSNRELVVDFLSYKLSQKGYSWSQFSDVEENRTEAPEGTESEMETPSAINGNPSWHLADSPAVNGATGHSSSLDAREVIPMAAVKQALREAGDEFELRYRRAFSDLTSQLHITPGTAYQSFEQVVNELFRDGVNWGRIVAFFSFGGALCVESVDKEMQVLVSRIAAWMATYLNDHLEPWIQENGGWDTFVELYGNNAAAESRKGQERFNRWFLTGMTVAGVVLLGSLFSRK
MCL1 BIM primary – MCL1-BIM-BH3 interaction inhibition (human); Q07820; GST-MCL1 / FITC-Bim-BH3 fluorescence polarization; inhibition, % at 10.9 µM; 320,000 compounds, 0.68% hits;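 active = inhibition above the mean inhibition of all tested compounds plus 3 SD, set per campaign, cut at about 40% in these data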;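 also: 0% = DMSO wells and 100% = unlabeled Bim-BH3 peptide control; higher means more loss of mP so more displacement of Bim peptide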
Target sequence (Q07820 whole entry, looked up): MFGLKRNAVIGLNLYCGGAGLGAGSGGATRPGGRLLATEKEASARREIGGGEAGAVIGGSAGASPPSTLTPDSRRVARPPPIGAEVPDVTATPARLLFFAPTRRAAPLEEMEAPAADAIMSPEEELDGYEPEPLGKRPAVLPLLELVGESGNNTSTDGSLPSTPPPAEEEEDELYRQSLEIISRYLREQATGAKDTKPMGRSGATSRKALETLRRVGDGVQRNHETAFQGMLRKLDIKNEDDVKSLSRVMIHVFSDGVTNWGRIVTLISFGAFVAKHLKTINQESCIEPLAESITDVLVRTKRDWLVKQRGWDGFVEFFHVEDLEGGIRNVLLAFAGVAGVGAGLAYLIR
VLA-4 inh – inhibition in a human VLA-4 binding assay; VLA-4 expressing cells, ligand binding flow cytometry; 330,000 compounds, 0.2% hits; P13612; inhibition, % (about 7 µM as worked out from the volumes in the protocol); in the data active = inhibition above about 50%
GLD-1 TGE inh – GLD-1-TGE RNA interaction inhibition (C. elegans); Q17339; purified GLD-1 + fluorescein TGE RNA, fluorescence polarization; inhibition, % at 5.96 µM; 320,000 compounds, 0.44% hits; AID 2280;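 active = percent inhibition above a per-plate cutoff, the plate mean of test compounds plus 3 SD, cut at about 30% in these data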;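 also: 0% = DMSO wells with GLD-1 and probe and 100% = wells lacking GLD-1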
Target sequence (Q17339 whole entry, looked up): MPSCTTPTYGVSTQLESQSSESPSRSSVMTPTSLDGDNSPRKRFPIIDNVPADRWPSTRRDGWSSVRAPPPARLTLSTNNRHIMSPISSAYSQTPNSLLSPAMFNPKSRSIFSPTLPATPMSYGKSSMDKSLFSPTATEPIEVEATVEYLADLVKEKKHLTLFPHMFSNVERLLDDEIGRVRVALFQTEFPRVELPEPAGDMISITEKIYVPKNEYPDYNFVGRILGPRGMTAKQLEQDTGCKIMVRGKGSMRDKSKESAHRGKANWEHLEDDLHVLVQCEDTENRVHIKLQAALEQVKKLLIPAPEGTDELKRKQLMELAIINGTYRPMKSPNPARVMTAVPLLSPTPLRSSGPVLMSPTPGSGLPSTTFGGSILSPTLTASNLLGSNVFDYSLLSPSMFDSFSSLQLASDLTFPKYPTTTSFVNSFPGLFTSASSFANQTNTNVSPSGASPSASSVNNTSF
AGP1-GFP MLPCN – modulators of TOR pathway AGP1-GFP in S. cerevisiae | S. cerevisiae AGP1-GFP multiplex flow cytometry, 3 h; GFP as percent of DMSO wells | AID 2066 | 320,000 compounds, 0.02% hits | GFP response vs DMSO, % at 10 µM;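 active = GFP response relative to DMSO above a set limit, near screen average plus 3 SD, cut at about 150% in these data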;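 also: median GFP channel fluorescence of the gated AGP1 strain per well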
* marks the source's active call; other numbers are inactive results; . = not tested or not shown.

SMILES | GRK2 aptamer HTS | CIT2-GFP yeast | MEX-5 binding | Yeast superoxide | Bcl-xL primary | MCL1 BIM primary | VLA-4 inh | GLD-1 TGE inh | AGP1-GFP MLPCN
O=[N+]([O-])c1ccc2c(c1Nc1ccccc1)=NC1(CCCCC1)N=2 | 0 | 94 | -1.6 | 98 | 9 | 9 | -3 | 3 | 97
O=C(COc1ccc(F)cc1Cl)Nc1ccccc1C(=O)N1CCCCC1 | 1 | 95 | 0.6 | 101 | -2 | -1 | -4 | -4 | 98
CCC(=O)N/N=C(\C)CC(=O)Nc1ccc2ccccc2c1 | 2 | 92 | 0.4 | 102 | 0 | 5 | 1 | 4 | 96
COC(=O)c1ccc(/C=N/Nc2nc(-c3ccccc3)cs2)cc1 | 2 | 104 | 0.7 | 113 | 1 | -8 | -6 | 4 | 99
CC(c1ccccc1)N1CCc2[nH]c(=S)[nH]c(=O)c2C1 (centres undefined) | 4 | 108 | -1.8 | 100 | 10 | 11 | -2 | 7 | 109
Cc1noc(/C=C/N(C)C)c1S(=O)(=O)N(C)CC(=O)NC1CCCCC1 | 2 | 96 | -16 | 85 | -1 | 2 | 10 | 1 | 107
c1ccc2oc(-c3ccc(Nc4nc(N5CCCCC5)nc(N5CCOCC5)n4)cc3)nc2c1 | 0 | 100 | 2.5 | 95 | 0 | -2 | 0 | -4 | 98
CCOc1ccc(C(=O)Nc2nnn(CC)n2)cc1 | 0 | 95 | -1.2 | 109 | 1 | -3 | 13 | 8 | 104
CC(C)(C)N(Cc1ccccc1)C(=O)COC(=O)CN1C(=O)C2CC=CCC2C1=O (centres undefined) | 0 | 110 | -2.5 | 116 | 1 | -3 | 10 | 4 | 85
CCOC(=O)C1=C(C)NC(=O)CC1c1cc2c(cc1[N+](=O)[O-])OCO2 (centres undefined) | 0 | 100 | -1.7 | 104 | 14 | 10 | 4 | 2 | 97
COc1ccc(C)cc1NC(=O)c1ccc(CN2CCN(c3ccccc3)CC2)cc1 | 0 | 96 | 0.7 | 86 | 3 | -9 | -2 | 8 | 104
CC(NC(=O)CN1C(=O)NC2(CCCCCCC2)C1=O)c1ccccc1 (centres undefined) | 0 | 109 | . | 82 | . | . | 4 | 1 | 106
CCOC(=O)COc1nc(Nc2ccccc2C)nc(N(C)C)n1 | 2 | 96 | 3.1 | 109 | 9 | -2 | 8 | 8 | 92
COC(=O)c1ccc(COc2ccc(/C=N/N3CCN(C)CC3)cc2)cc1 | 0 | 96 | -0.3 | 98 | 13 | 8 | 17 | -1 | 97
Cc1ccc(F)c(NC(=O)c2ccc(Cn3cc(Cl)cn3)cc2)c1 | 0 | 89 | 3.0 | 97 | 2 | 2 | 10 | 4 | 89
CC12CCC(C/C1=N/OC(=O)c1cccc([N+](=O)[O-])c1)C2(C)C (centres undefined) | 1 | 96 | -1.5 | 111 | 6 | -5 | -2 | 4 | 60
COc1ccc(NS(=O)(=O)c2ccc(NS(=O)(=O)c3ccc(C)cc3)cc2)nn1 | 4 | 120 | 0.3 | 88 | 0 | 1 | -2 | -4 | 103
COc1ccc(C(=O)C[n+]2ccc3c(c2)nc(-c2cc(OC)c(OC)cc2OC)n3C)cc1 | 0 | 95 | -0.8 | 95 | 2 | 0 | 14 | 3 | 108
O=C(NCCN1CCCCC1)Nc1ccccc1 | 3 | 107 | 2.4 | 98 | 1 | 1 | -2 | 10 | 102
CCN(CC)c1ccc(/C=C2\SC(=O)N(C(C)C)C2=O)o1 | 0 | 94 | 12 | 85 | -107 | -148 | -44 | -27 | 91
CCCCc1ccc(NC(=O)N[C@@H](CC(C)C)C(=O)O)cc1 | 0 | 101 | 2.7 | 94 | 1 | -6 | 1 | 1 | 105
CC1=CC(C)(C)Nc2ccc(OC(=O)CN3C(=O)C4CCCCC4C3=O)cc21 (centres undefined) | 2 | 87 | 0.2 | 105 | 11 | 5 | 1 | -3 | 89
COc1ccccc1NC(=O)c1cc2cc(Br)ccc2oc1=N | 0 | 100 | 0.4 | 104 | . | . | -9 | . | 99
CCN(CC)S(=O)(=O)c1cccc(NC(=O)c2cc(=O)[nH]c3ccccc23)c1 | 0 | 102 | -1.4 | 128 | 4 | -1 | 2 | 3 | 99
Cc1ccc(S(=O)(=O)n2nnc3ccccc32)c(C)c1C | 0 | 104 | 0.8 | 80 | 2 | -6 | 27 | -3 | 109
Cc1cc(Nc2ccccc2)n(C(=O)c2ccc(Cl)cc2)n1 | 1 | 95 | 1.7 | 94 | 1 | 0 | -3 | 6 | 97
COc1ccc(C(=O)N2CCN(Cc3cc(OC)ccc3OC)CC2)cc1 | 0 | 101 | -2.2 | 102 | 3 | 1 | 3 | 3 | 102
N/C(=N\OC(=O)c1ccccc1)c1cccnc1 | 0 | 103 | 0.1 | 117 | 1 | 5 | 9 | 3 | 103
O=C(c1ccc(CN2CCc3ccccc3C2)cc1)N1CCCCC1 | 0 | 103 | 0.2 | 98 | 11 | 6 | -2 | 6 | 102
O=C(NCc1cccs1)c1cc2ccccc2o1 | 0 | . | 0.7 | 93 | -1 | -6 | 8 | -2 | 89
COc1ccc(C2c3ccc4ccccc4c3Oc3ncn(CCCO)c(=N)c32)cc1OC (centres undefined) | 0 | 96 | -1.6 | 99 | -1 | 2 | 4 | -2 | 99
O=C(COC(=O)CNC(=O)c1ccccc1F)Nc1ncc(Cl)cc1Cl | 2 | 100 | . | 102 | 13 | 17 | 39 | 12 | 98
CC(=O)N=C1C=CC(=CN(O)C(C)(C)Cc2ccccc2)C=C1 | 0 | 106 | 2.3 | 102 | 5 | 3 | -5 | 1 | 92
CCOC(=O)[C@@H]1[C@H]2COc3cc(OC)ccc3[C@@H]2N2C(=O)N(c3ccc(Cl)cc3)C(=O)[C@@]12C | 1 | 71 | 0.9 | 108 | -1 | 0 | 1 | -2 | 84
CCCc1cc(=O)oc2cc(C)cc(OC(C)C(=O)NCC(O)c3ccccc3)c12 (centres undefined) | 0 | 101 | 2.3 | 113 | 6 | 2 | 4 | 0 | 103
CC1=C(C(=O)c2ccccc2)C(c2cn(-c3ccccc3)nc2-c2ccc(Cl)cc2)NC(=S)N1 (centres undefined) | 3 | 106 | 2.1 | 110 | 5 | 3 | 11 | -7 | 104
COc1ccc(C2CN=NC23CCCc2ccccc2C3=O)cc1 (centres undefined) | 1 | 96 | 0.7 | 106 | 7 | 4 | -4 | 6 | 100
COc1ccc(C(=O)Nc2cc3c(cc2C#N)OCO3)cc1S(=O)(=O)NCc1ccco1 | 3 | 95 | -1.0 | 107 | 3 | 9 | -5 | 5 | 98
COc1ccc(CNCCCSc2ncccn2)c(OC)c1 | 0 | 106 | -0.1 | 98 | 0 | 0 | 9 | 4 | 104
CC(C)Oc1ccc(C(=O)N2CCN(C(=O)c3ccco3)CC2)cc1 | 0 | 87 | -0.4 | 95 | -6 | -14 | -8 | -11 | 86
Cc1nc2nc(C)c(NS(=O)(=O)c3ccc(CC(C)C)cc3)c(=O)n2[nH]1 | 0 | 107 | 2.7 | 88 | -1 | -7 | 5 | 4 | 96
COC(=O)C1CCN(C(=O)/C=C/c2ccc(OC)cc2)CC1 | 0 | 92 | -0.4 | 106 | 2 | -3 | 0 | 0 | 103
COC(=O)[C@@H](Cc1ccccc1)NC(=O)NCCc1c[nH]c2ccccc12 | 0 | 104 | -0.8 | 87 | 3 | -3 | 3 | 1 | 106
CCCn1c(CCc2ccccc2)nnc1SCC(=O)N1CCCC1 | 0 | 96 | 1.0 | 113 | 3 | -2 | -6 | -6 | 107
CCOC(=O)c1ccc(-c2nnc(-c3ccc(Cl)cc3Cl)o2)cc1 | 10 | 107 | 0.9 | 100 | 5 | 2 | -13 | 7 | 106
CCOc1cccc(/C=N/N2CCN(c3ccc(Cl)cc3)CC2)c1O | 4 | 109 | 2.9 | 99 | 3 | 1 | 2 | 3 | 98
CCOC(=O)N1CCC(N2C(=O)c3ccc(C(=O)Nc4ccc(OC)c(OC)c4)cc3C2=O)CC1 | 0 | 102 | -2.4 | 113 | 4 | 0 | 0 | 6 | 101
CN(Cc1cc([N+](=O)[O-])ccc1Cl)C(=O)C[n+]1ccccc1 | 0 | 105 | -1.7 | 112 | 1 | 3 | 8 | -6 | 99
COc1cccc(NC(=O)CNS(=O)(=O)c2ccc3nc(C)sc3c2)c1 | 1 | 99 | -1.4 | 107 | 0 | 5 | 0 | 1 | 98
O=S(=O)(Nn1cnnc1)c1ccc2ccccc2c1 | 3 | 92 | 0.0 | 67 | 1 | -6 | 12 | -3 | 96
Cc1ccc(-c2nc(Cl)nc3ccccc23)cc1 | 3 | 86 | 1.5 | 85 | 1 | 1 | 1 | 0 | 93
CC1CCCC(=C\c2ccccc2)/C1=N/O (centres undefined) | 4 | 79 | -2.3 | 95 | 1 | -1 | 13 | -1 | 116
CC(=O)c1c(C(C)=O)c(C)n(NC(=O)c2ccc(Cl)cc2)c1C | 0 | 91 | 0.4 | 99 | 1 | 3 | 6 | 2 | 117
CCC(C)c1ccccc1NC(=O)COC(=O)c1ccc2[nH]c3c(c2c1)CCCC3 (centres undefined) | 1 | 98 | -0.9 | 103 | 2 | -7 | 3 | 12 | 96
CC(=O)NS(=O)(=O)c1ccc(N=NN2CCOCC2)cc1 | 2 | 106 | 0.8 | 87 | 5 | 8 | 22 | -3 | 104
COc1cc(OC)cc(C(=O)NNC(=O)CCCOc2ccccc2)c1 | 4 | 90 | . | 92 | 2 | 6 | 22 | 3 | 91
CC1CN(C(=O)c2ccccc2Oc2ccccc2)CC(C)O1 (centres undefined) | 3 | 106 | -0.8 | 84 | 7 | 15 | 1 | 6 | 105
CCCCSc1nsc(NC(C)=O)n1 | 2 | 85 | 0.1 | 100 | -5 | -5 | 14 | 1 | 100
Cc1n[nH]c(C)c1CCOc1ccc(C(C)C)cc1 | 0 | 103 | 0.9 | 75 | 1 | 3 | -4 | -2 | 113
CCOC(=O)CCCn1c(C)nc(=O)c(-c2ccccc2)c1C | 2 | 106 | 3.5 | 84 | 3 | 2 | 1 | -1 | 100

Single records, from the list above. Order of values: GRK2 aptamer HTS	CIT2-GFP yeast	MEX-5 binding	Yeast superoxide	Bcl-xL primary	MCL1 BIM primary	VLA-4 inh	GLD-1 TGE inh	AGP1-GFP MLPCN
`CCOc1ccc(C(=O)Nc2nnn(CC)n2)cc1` is listed as 0	95	-1.2	109	1	-3	13	8	104
`CC1=C(C(=O)c2ccccc2)C(c2cn(-c3ccccc3)nc2-c2ccc(Cl)cc2)NC(=S)N1` (centres undefined) is listed as 3	106	2.1	110	5	3	11	-7	104

(next part)
SMILES | GRK2 aptamer HTS | CIT2-GFP yeast | MEX-5 binding | Yeast superoxide | Bcl-xL primary | MCL1 BIM primary | VLA-4 inh | GLD-1 TGE inh | AGP1-GFP MLPCN
S=C(Nc1ccc2c(c1)OCO2)NC1CCN(Cc2ccccc2)CC1 | 0 | 94 | 0.0 | 96 | 7 | 7 | 22 | -4 | 105
CC(/C=N\NC(=O)c1cccnc1)c1ccccc1 (centres undefined) | 3 | 98 | 0.2 | 94 | -6 | -2 | 8 | -1 | 96
CC(/C=C/C=C/c1ccccc1)=N/NC(=O)CNc1ccc(C)cc1 | 0 | 105 | 1.0 | 118 | -3 | -9 | 6 | -4 | 108
CSCC[C@H](NC(=O)C1CCN(S(=O)(=O)c2ccc(C)cc2)CC1)C(=O)NCc1ccco1 | 0 | 94 | -0.7 | 103 | 8 | 13 | -9 | 7 | 93
Cc1ccc(C)c(NS(=O)(=O)c2c(C)nc3sccn3c2=O)c1 | 0 | 100 | 3.7 | 98 | -2 | 0 | 39 | -3 | 101
CCCS(=O)(=O)NCCc1cc2ccc(C)cc2[nH]c1=O | 2 | 78 | 0.2 | 93 | 1 | -6 | 3 | 0 | 85
